GSTO1 counter – counter-screen for RBBP9 inhibitors: inhibitors of human GSTO1; P78417; 300,000 tested, 1.1% active; recombinant GSTO1, activity-based probe fluorescence polarization; inhibition, % at 5.96 µM; AID 1974;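 active means inhibition above the campaign mean inhibition plus 3 SD, cut at about 35% in these data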;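 further: 0% = GSTO1-1 with DMSO and 100% = wells lacking GSTO1-1 enzyme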
PAFAH2 FP inh – inhibitors of human PAFAH2; recombinant PAFAH2, FP-rhodamine activity probe, fluorescence polarization; Q99487; inhibition, % at 3.39 µM; 340,000 tested, 0.99% active;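 active means inhibition above the mean over all tested compounds plus 3 SD, cut at about 30% in these data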;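 further: inhibitors block probe labeling of enzyme so polarization drops; 0% = enzyme with DMSO and 100% = wells lacking PAFAH2 protein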
PAD4 inh – blocks human protein arginine deiminase 4; inhibition, % at 6.36 µM; 330,000 tested, 0.41% active; Q9UM07; AID 485272; recombinant PAD4, RCA probe fluorescence polarization;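 active means percent inhibition above a cutoff equal to the mean of all tested compounds plus 3 SD, cut at about 15% in these data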;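 further: 0% = PAD4 with RCA probe and DMSO and 100% = probe without PAD4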
LYPLA1 counter – blocks human lysophospholipase 1, a PME1 counter-screen; 320,000 tested, 0.16% active; inhibition, % at 5.9 µM; recombinant LYPLA1, FP-Rh probe fluorescence polarization; O75608;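 active means inhibition above the mean of all tested compounds plus 3 SD, set per campaign, cut at about 14% in these data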;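 further: inhibitors block serine hydrolase probe labeling of LYPLA1 so polarization falls; 0% = enzyme with DMSO and 100% = wells lacking LYPLA1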
LYPLA2 inh – blocks human lysophospholipase 2, a PME1 counter-screen | O95372 | recombinant LYPLA2, FP-Rh probe fluorescence polarization | inhibition, % at 5.9 µM | 320,000 tested, 0.38% active;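 active means inhibition above the screen-wide mean plus 3 SD, limit set per campaign, cut at about 26% in these data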;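 further: 0% = LYPLA2 with DMSO and 100% = wells lacking LYPLA2 enzyme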
Target sequence (O95372 whole entry, looked up): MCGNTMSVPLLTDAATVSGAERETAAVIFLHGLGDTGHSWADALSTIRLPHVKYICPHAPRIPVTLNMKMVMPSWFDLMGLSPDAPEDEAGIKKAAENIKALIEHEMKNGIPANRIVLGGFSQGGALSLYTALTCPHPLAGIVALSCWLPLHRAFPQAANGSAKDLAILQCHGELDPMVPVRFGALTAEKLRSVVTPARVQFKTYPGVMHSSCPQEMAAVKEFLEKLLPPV
PREPL inhibitor – human PREPL enzyme inhibition; recombinant PREPL, fluorescence polarization activity-based probe; Q4J6C6; inhibition, % at 5.96 µM; 320,000 tested, 0.68% active; in the data active means inhibition above about 43%;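 further: 0% = enzyme with DMSO and 100% = wells lacking enzyme; many of its hits are not listed in these tables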
pPAFAH FP inh – pPAFAH (human) enzyme inhibition | recombinant pPAFAH, FP-rhodamine probe fluorescence polarization | inhibition, % at 3.39 µM | 330,000 tested, 1.5% active | Q13093;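 active means inhibition above the mean inhibition across the screen plus 3 SD, cut at about 25% in these data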;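 further: inhibitors block binding of the rhodamine activity-based probe so polarization drops; 0% = enzyme with DMSO and 100% = wells lacking pPAFAH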
Target sequence (Q13093 whole entry, looked up): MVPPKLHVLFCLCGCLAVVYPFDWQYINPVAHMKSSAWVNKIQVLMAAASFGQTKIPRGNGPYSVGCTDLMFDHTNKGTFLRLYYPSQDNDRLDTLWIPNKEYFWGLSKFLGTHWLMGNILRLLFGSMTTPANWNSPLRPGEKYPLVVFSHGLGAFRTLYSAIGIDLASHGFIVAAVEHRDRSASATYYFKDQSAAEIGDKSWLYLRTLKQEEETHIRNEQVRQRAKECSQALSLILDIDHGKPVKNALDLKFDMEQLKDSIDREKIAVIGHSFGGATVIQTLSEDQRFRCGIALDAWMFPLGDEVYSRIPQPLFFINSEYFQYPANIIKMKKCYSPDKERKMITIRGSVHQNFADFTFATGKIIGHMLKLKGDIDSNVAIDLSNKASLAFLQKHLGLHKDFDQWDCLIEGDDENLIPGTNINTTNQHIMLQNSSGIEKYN
PAFAH1B3 FP inh – PAFAH1B3 (human) inhibition; 340,000 tested, 0.28% active; recombinant PAFAH1B3, FP-rhodamine probe, fluorescence polarization; inhibition, % at 3.39 µM;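 active means inhibition above the screen-wide average of all tested compounds plus 3 SD, cut at about 25% in these data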;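 further: 0% = enzyme with DMSO only and 100% = wells lacking PAFAH1B3 protein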
Target sequence (Q15102 whole entry, looked up): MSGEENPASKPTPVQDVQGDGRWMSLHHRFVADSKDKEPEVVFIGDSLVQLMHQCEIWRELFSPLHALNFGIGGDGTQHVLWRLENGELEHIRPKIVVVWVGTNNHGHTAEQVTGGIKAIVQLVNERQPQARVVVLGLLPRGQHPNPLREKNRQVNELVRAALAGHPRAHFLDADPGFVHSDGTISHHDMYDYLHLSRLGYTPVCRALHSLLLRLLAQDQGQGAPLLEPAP
PAFAH1B2 FP inh – PAFAH1B2 (human) inhibition; recombinant PAFAH1B2, FP-rhodamine activity probe, fluorescence polarization; 340,000 tested, 1.2% active; AID 492953; P68402; inhibition, % at 3.39 µM;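 active means inhibition above the mean of all tested compounds plus 3 SD, cut at about 24% in these data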;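 further: 0% = enzyme with DMSO and 100% = wells lacking PAFAH1B2; many of its hits are not listed in these tables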
Starred values were filed as active, the others as inactive; x = not tested or not shown. Not all compounds are listed; count on the stated rates, not on these rows.

Preview:
SMILES	GSTO1 counter	PAFAH2 FP inh	PAD4 inh	LYPLA1 counter	LYPLA2 inh	PREPL inhibitor	pPAFAH FP inh	PAFAH1B3 FP inh	PAFAH1B2 FP inh
CCc1cccc(NC(=O)C2CCN(S(=O)(=O)c3ccc4c(c3)NC(=O)CO4)CC2)c1	8	-3	-1	-5	-1	-1	3	6	0
O=C(Nc1ccccc1)c1ccc(Cn2cc(C(F)(F)F)ccc2=O)cc1	2	-2	-2	-2	-1	-11	5	-2	3
CCCn1c(N)c(N2CCCCC2)c(=O)n(CC(=O)Nc2ccccc2)c1=O	4	10	1	-2	-9	5	6	0	0

The listing (from the top)
SMILES	GSTO1 counter	PAFAH2 FP inh	PAD4 inh	LYPLA1 counter	LYPLA2 inh	PREPL inhibitor	pPAFAH FP inh	PAFAH1B3 FP inh	PAFAH1B2 FP inh
CCc1cccc(NC(=O)C2CCN(S(=O)(=O)c3ccc4c(c3)NC(=O)CO4)CC2)c1	8	-3	-1	-5	-1	-1	3	6	0
O=C(Nc1ccccc1)c1ccc(Cn2cc(C(F)(F)F)ccc2=O)cc1	2	-2	-2	-2	-1	-11	5	-2	3
CCCn1c(N)c(N2CCCCC2)c(=O)n(CC(=O)Nc2ccccc2)c1=O	4	10	1	-2	-9	5	6	0	0
COc1ccc(NC(=O)CCN2C(=O)c3ccccc3C2=O)cc1	5	-4	1	3	-2	-7	4	12	2
Cc1cccc(C(=O)OCC(=O)NC(C)C2CC3CCC2C3)c1O (stereo unspecified)	x	15	0	x	x	-1	4	5	9
CCC1(C)Nc2ccccc2C(=O)N1O (stereo unspecified)	6	-13	-2	-4	-4	5	6	12	1
CC(C)=CCc1c(O)c(CC=C(C)C)c2c(c1O)C(=O)CC(c1ccc(O)cc1)O2 (stereo unspecified)	-7	-13	-2	-13	-13	6	14	6	8
CN1CCC(=NNC(=O)C(=O)Nc2ccccc2)CC1	5	4	2	-1	7	15	-4	7	2
O=C(Cn1cc(/C=N/NC(=O)c2ccccc2Br)c2ccccc21)Nc1ccc(F)cc1	-8	-3	-1	-24	-37	6	11	23	6
Cc1ccc(C)c(S(=O)(=O)N2CCN(C(=O)c3cc(S(=O)(=O)NCc4ccccc4)ccc3C)CC2)c1	2	-2	0	0	1	12	1	5	8
CC(C)(C)C(=O)O/N=C1/C(=O)N(c2ccccc2)c2ccccc21	2	-1	-3	-3	-11	-4	4	1	0
COc1ccc(CN2C(=O)CS(=O)CC2=O)cc1OC	2	0	-3	-3	4	6	3	4	1
CCOc1cc(N2C(=O)CC3CS(=O)(=O)CC32)c(OCC)cc1NC(=O)c1ccccc1 (stereo unspecified)	3	1	2	2	-4	15	-4	-3	2
CCCCn1c(N)c(N(CCOC)C(=O)COC(=O)CCOc2ccccc2)c(=O)[nH]c1=O	0	8	2	0	7	3	4	1	2
CCOc1cc(/C=N/NC(=O)C(N)=O)cc(Br)c1O	-4	6	0	-5	1	-6	5	-3	-6
CS(=O)(=O)N1CCN(c2ccc(NC(=O)c3ccc(-c4ccc(Cl)cc4)o3)cc2)CC1	-7	-2	-2	-1	-3	8	6	-1	5
Cc1ccc(OCCC(=O)OCC(=O)C(C)(C)C)cc1	2	-2	-2	5	6	18	4	8	-4
COc1ccc(CN2CCNC(=O)C2CC(=O)NCCC2=CCCCC2)cc1OC (stereo unspecified)	6	2	-3	0	1	11	-1	4	3
Cc1ccc(C(=O)Nc2nnc(C)s2)cc1	1	x	-2	1	-1	12	-5	x	x
Cc1ccc(C)c(NC(=O)CCN2CCOCC2)c1	2	-4	-5	-6	-8	0	6	-5	0
Cc1cccc(N2CN=C3SCC(=O)N3C2)c1	5	2	3	0	-2	-5	-3	-1	7
CC(NC(=O)CN1C(=O)NC2(CCCC2)C1=O)c1ccc(Cl)cc1Cl (stereo unspecified)	x	-2	0	x	x	4	2	3	9
CSCC[C@H](NC(=O)N1CCn2c1nc1ccccc12)C(=O)NCc1ccco1	1	-6	4	5	12	-4	7	5	3
CCc1nc(SCC(=O)N2CCCC2)c2c(=O)n(C)c(=O)n(C)c2n1	-4	6	-5	-2	5	6	-5	9	0
Fc1ccc(Nc2nnns2)cc1	0	-4	-2	2	-3	-9	-1	1	12
N#Cc1ccc(CN2CCN(C(=O)CNS(=O)(=O)c3ccc4c(c3)OCCCO4)CC2)cc1	x	-12	-2	0	1	12	-3	0	-10
O=C1CSC(=S)N1/N=C/c1cc(Br)c(O)c(Br)c1	-42	-110	-124	-52	-96	-52	7	-69	-39
Cc1nc2sc(C(c3cccs3)N3CCN(c4ccccc4)CC3)c(O)n2n1 (stereo unspecified)	7	1	-1	-3	1	8	0	5	2
CCOC(=O)C1=C(C)Nc2ccccc2N=C1N	1	-2	-3	-2	-5	4	4	2	1
O=c1[nH]nc(Cc2ccc3ccccc3n2)c2ccccc12	-6	2	1	0	2	-2	-1	8	-3
Cc1ccc(C2C3=C(CC(C)(C)CC3=O)NC3=C2C(=O)c2ccccc23)cc1 (stereo unspecified)	2	20	5	-5	6	18	14	17	9
Cc1cc(Cl)ccc1NC(=S)NCc1ccco1	4	3	1	1	0	-3	4	8	5
CCN(CC(=O)Nc1c(F)cccc1F)C(=O)CCc1nc2ccccc2c(=O)[nH]1	-1	-1	4	5	3	0	8	9	7
O=C1CC(SC(=NCc2ccc3c(c2)OCO3)Nc2ccccc2)C(=O)N1 (stereo unspecified)	-6	4	-4	2	-1	2	5	9	-1
CN(C)/C=C/c1onc(-c2c(F)cccc2Cl)c1C#N	1	-2	-4	1	3	-4	-2	6	1
O=C(CCC(=O)NNC(=O)COc1ccc(Br)cc1)NCc1ccccc1	-14	x	-3	-4	-3	0	3	x	x
C[C@H](CO)N1C[C@H](C)[C@H](CN(C)Cc2ccccc2)Oc2c(NC(=O)Nc3ccc(F)cc3)cccc2C1=O	x	1	4	x	x	53*	9	-1	5
O=C(c1c(O)c2ccccc2oc1=O)C1CCC1	-2	2	-1	4	3	4	2	4	3
O=c1c2c3c(sc2n2cnnc2n1-c1ccccc1)N(Cc1ccccc1)CCC3	-2	x	-5	4	-1	16	1	x	x
CCN(CC)c1cc2nc(C)n(Cc3ccccc3)c(=O)c2cc1NC(=O)C1CC1	2	-5	4	0	-1	-4	11	11	4
O=C(CN1CCN(S(=O)(=O)c2ccccc2)CC1)N1CCCCC1	x	2	-2	5	0	-1	-1	2	4
COC(=O)c1[nH]c2cccc(C)c2c1NC(=O)CN1CCCc2ccccc21	5	-6	0	-2	5	16	13	6	2
COc1cc(C2C(C#N)=C(SC)NC3=C2C(=O)CCC3)ccc1O (stereo unspecified)	6	6	0	4	6	-4	4	10	5
COc1ccc(-c2cc(-c3nnc(COC(=O)C4CC4)o3)c3ccccc3n2)cc1OC	-4	-12	1	-4	3	2	-1	-9	-6
NC1=NC(c2cn[nH]c2-c2ccc(F)cc2)n2c(nc3ccccc32)N1 (stereo unspecified)	4	x	-1	2	9	34	6	x	x
CCNc1nc(Cl)nc(NNC(=O)C(C)Oc2ccccc2)n1 (stereo unspecified)	1	1	9	5	2	2	2	5	2
COc1ccc(CCNC(=O)c2ccn[nH]2)cc1OC	10	-4	1	-5	-8	15	-6	7	-1
COc1cccc(NC(=O)COC(=O)CCSc2ccccc2)c1	x	-1	-4	x	x	-8	15	-6	7
COc1ccc(-c2cc(C(=O)Nc3ccc(Cl)cc3Cl)c3ccccc3n2)cc1OC	-4	-34	1	-6	-10	3	4	-3	-6
CC(=O)Nc1ccc(NC(=O)c2cccc(S(=O)(=O)N(C)C3CCCCC3)c2)cc1	x	10	6	-5	-3	15	5	9	6
CCNC(=O)COC(=O)/C=C/c1cccs1	-4	16	-3	2	9	8	-2	8	9
COCc1nnc(NC(=O)CC(C)c2ccccc2)s1 (stereo unspecified)	5	-2	-1	-2	-3	2	4	5	12
CC(C)CC1C(C#N)=C(N)Oc2n[nH]c(-c3ccccc3)c21 (stereo unspecified)	23	-2	-9	-3	-1	11	-6	10	13
O=C(CN1CCNCC1)NCCSc1ccc(Cl)cc1	5	-3	-2	1	3	5	3	1	13
C/C=C/C1=CC(=O)C[C@H](c2ccc3c(c2)OCO3)C1	x	7	-4	1	8	4	8	3	-3
Cc1cc(C)c2sc(N(CCN(C)C)C(=O)c3cc(Cl)sc3Cl)nc2c1	2	1	2	-2	-4	-13	2	10	5
COc1cc(CN2CCC(N3CCC(C(=O)N4CCCC4)CC3)CC2)cc2c1OCO2	2	-8	-6	1	1	7	5	8	2
CCCNC(=O)c1cc(S(=O)(=O)N2CCCCC2)c[nH]1	3	4	-4	2	-4	2	3	9	0
CC(C)OCCCn1c(-c2ccc(Br)cc2)c[nH]c1=S	7	-1	-1	-2	10	12	5	0	-1
CCCCCNCC(=O)Nc1cccc(C(=O)Nc2cccc(C(F)(F)F)c2)c1	3	-8	-2	-12	-11	1	-4	5	-3
Continued:
SMILES	GSTO1 counter	PAFAH2 FP inh	PAD4 inh	LYPLA1 counter	LYPLA2 inh	PREPL inhibitor	pPAFAH FP inh	PAFAH1B3 FP inh	PAFAH1B2 FP inh
CN1CCN(C(=O)CCc2nc3ccccc3c(=O)[nH]2)CC1	8	11	-1	-2	0	17	1	6	4
O=[N+]([O-])c1ccccc1-c1cc(-c2ccccc2O)n[nH]1	-6	-8	1	-3	1	15	1	8	-2
OC[C@@H]1[C@@H](c2ccc(Cl)cc2)C(c2ccc(F)cc2)=NN1c1ccccc1	x	1	2	x	x	x	8	12	7
COC(C[C@@H]1O[C@@H]1C(=O)[C@H](C)OCc1ccccc1)OC	5	-5	-5	2	-2	-7	-2	3	3
COc1cc(OC)cc(C(=O)N[C@H](C(=O)OCC(=O)NC(=O)NC(C)(C)C)C(C)C)c1	3	-1	-7	2	-4	-3	3	7	5
O=C(NNc1c(Cl)cccc1Cl)c1ccno1	-4	1	3	-2	-1	1	-1	-4	11
COc1ccc(CCN(C)C(=O)C2CCN(C(=O)Nc3ccccc3)CC2)cc1OC	1	-1	-1	1	2	6	-4	2	-1
O=C(CSc1nc2ccccc2nc1N1CCCCC1)Nc1ccc(F)cc1	-4	-15	1	-11	-28	0	13	-6	0
O=C(Nc1ccc(N2CCN(C(=O)c3ccccc3)CC2)cc1)c1ccc2c(c1)OCO2	-14	-5	2	3	22	19	9	2	3
CC(=O)NS(=O)(=O)c1ccc(NC(=O)/C=C/c2ccc(C)o2)cc1	-3	2	2	1	4	3	5	4	0
COc1ccc(NC(=O)CN2CCc3ccccc3C2)cc1OC	8	6	-4	1	5	1	0	11	1
O=C(Cc1ccccc1F)Nc1ccc2c(c1)CCC2	-1	2	-3	1	0	-7	1	4	2
O=C(COc1cccc(Cl)c1)Nc1ccc2c(c1)CCC2	-8	-6	-2	-2	-5	-53	2	4	-4
Cc1nc(NC(=O)C(C)Oc2cccc(Cl)c2)sc1C(=O)N(C)C (stereo unspecified)	2	5	4	1	7	15	-1	2	-1
Cc1cc(C)c(C)c(OCCCOc2cccc3cccnc23)c1	1	3	-11	-8	-8	3	-4	-1	-4
CCOC(=O)C1=C(C)N(C)C(=S)NC1c1ccc(Cl)cc1 (stereo unspecified)	2	-3	6	-4	1	-29	4	3	5
Cc1cccc(C(=O)NC(=S)Nc2c(C)n(C)n(-c3ccccc3)c2=O)c1	7	-3	-4	-1	2	0	1	15	3
COc1ccc(COC(=O)CCS(=O)(=O)c2ccc(C)cc2)cc1	15	-1	4	1	-2	4	7	1	1
O=C(Nc1nc2ccccc2[nH]1)c1ccc(S(=O)(=O)N2CCOCC2)cc1	-6	-7	-2	0	2	0	4	2	2
c1ccc(Nc2nc(N3CCOCC3)nc(N3CCOCC3)n2)cc1	5	-6	0	1	1	-12	3	5	1

Screens deposited in PubChem by The Scripps Research Institute Molecular Screening Center.
